Cav3 T inh – Cav3.2 calcium influx blockers – cell-based, Fluo-4 calcium fluorescence, FDSS, MLSMR library, primary screen | hit rate 4% among 100,000 | Cav3.2-expressing cells; hits give low values | Voltage-dependent T-type calcium channel subunit alpha-1H (Homo sapiens), O95180 | AID 449739, 2010 | B-score at 10 µM;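 active = single-dose well whose peak fluorescence ratio is a statistical outlier from its plate by either plate-standardised score or position-corrected B-score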
* marks the source's active call; other numbers are inactive results.

Molecule,Cav3 T inh
CC1=C(C(=O)OCc2ccccc2)C(c2ccc(Br)cc2)NC(=O)N1CCCCCC(=O)O (stereo unspecified),-0.35
c1ccc(C(c2nnnn2C2CCCCC2)N2CCc3ccccc3C2)nc1 (stereo unspecified),-0.03
CSc1ccccc1C(=O)NCCSc1ccccc1,-0.74
O=C(C(F)C(F)(F)F)N1CCN(c2ccccc2)CC1 (stereo unspecified),1.3
COc1cccc(NC2CC(=O)N(CCc3ccccc3)C2=O)c1 (stereo unspecified),-0.42
COc1ccc(N2C(=O)CCC(C(=O)NCc3cccnc3)C2c2ccc(OC)c(OC)c2)cc1 (stereo unspecified),-0.022
COC(CNC(=O)c1ccc(N2CCCC2=O)cc1)OC,0.12
COC(=O)CSc1nnc(CNc2ccc(Cl)cc2)n1Cc1ccccc1,0.077
Cc1ccc(C(=O)Nc2cnc3ccccn3c2=O)cc1,-0.028
CC1(C)N(OCc2ccccc2)C(=O)C(=O)N(OCc2ccccc2)C1(C)C,-2.3
CC1CCCN(c2nc3ccccc3nc2C(C#N)S(=O)(=O)c2cccs2)C1 (stereo unspecified),-5.9*
CCOC(=O)CCc1c(C)nc2cc(-c3ccc(Cl)cc3)[nH]n2c1=O,0.019
COc1ccc(-c2cc(C)nc(SCC(=O)c3cccc([N+](=O)[O-])c3)n2)cc1,-1.3
Cc1ccc(S(=O)(=O)N2CCN(C)CC2)cc1-c1nnc2c3ccccc3c(C)nn12,0.93
COc1ccc(NC(=O)c2cccnc2Cl)c(S(=O)(=O)N2CCOCC2)c1,0.58
COC(=O)C1=CO[C@@H](OC2OC(CO)C(O)C(O)C2O)[C@@H]2C(CO)=CC[C@H]12 (stereo partly specified),0.13
O=C(CC1Oc2ccc(Cl)cc2NC1=O)NC1CCCCCC1 (stereo unspecified),-0.41
CC(=O)NC1(c2ccccc2)CCN(c2nc(C)cc(C)n2)CC1,1.1
O=C(Nc1ccccc1C(=O)N1CCCCCC1)c1cccc(S(=O)(=O)N2CCOCC2)c1,0.78
CCN(CC)CCC(c1ccc2c(c1)OCO2)c1c(O)cc(OC)cc1OC (stereo unspecified),-0.22
CCCCCOC(=O)c1[nH]c2c(c1C)C(=O)C(C(=O)OC)C(C)C2 (stereo unspecified),-3.3
CCN1CCN(Cc2oc(CO)cc(=O)c2O)CC1,-0.1
CCOC(=O)c1ccccc1NC(=O)c1c(F)c(F)c(F)c(F)c1F,1.2
O=C(c1ccco1)N1CCN(C(=O)c2ccc(COc3ccc4c(c3)CCC4)o2)CC1,-3.5
COc1ccc2cc(CCNC(=O)c3cccs3)c(=O)[nH]c2c1,-0.66

Three compounds already listed, ordered by the value under Cav3 T inh, lowest first.
SMILES | Cav3 T inh
CC1CCCN(c2nc3ccccc3nc2C(C#N)S(=O)(=O)c2cccs2)C1 (stereo unspecified) | -5.9*
CC1=C(C(=O)OCc2ccccc2)C(c2ccc(Br)cc2)NC(=O)N1CCCCCC(=O)O (stereo unspecified) | -0.35
Cc1ccc(S(=O)(=O)N2CCN(C)CC2)cc1-c1nnc2c3ccccc3c(C)nn12 | 0.93

The list goes on:
Molecule,Cav3 T inh
Cc1cc(C)c(Cc2c(C)nc3c(C(=O)NCc4ccco4)cnn3c2C)c(C)c1,-0.079
CCN1CCN(c2cc(C)c3cc(NC(=O)Cc4ccc(OC)c(OC)c4)ccc3n2)CC1,0.016
O=C(C1CCC1)N1CCc2cc(S(=O)(=O)NCc3cccnc3)ccc21,1.4
CSc1ccc(Cl)c(C(=O)Nc2ccc(OCC(N)=O)cc2)c1,0.69
COc1ccc(S(=O)(=O)N2CCN(C(=O)c3ccco3)CC2)cc1OC,0.82
CCOC(=O)c1oc2cccc(OC(C)=O)c2c1C,0.064
COc1ccccc1N1CCN(S(C)(=O)=O)CC1,-0.42
COC(=O)c1ccccc1NC(=O)CN1CCN(C(=O)c2ccco2)CC1,1.1
Cc1c(C(=O)NCCCN2CCCC2=O)oc2ccccc12,-0.033
CCn1c(=O)n(CC)c2cc([N+](=O)[O-])ccc21,1
c1ccc2[nH]c(CN3CCCCC3)nc2c1,0.43
CCc1nnc(NC(=O)CCC(=O)N2CCN(Cc3cc(F)ccc3OC)CC2)s1,-1
COc1ccc(CSc2nncn2N)cc1Br,-0.96
CCCCOCCCNC(=O)c1ccc(NC(C)=O)cc1,0.2
CCOC(=O)C1CCN(C(=O)CCNC(=O)Cn2ccc3ccccc3c2=O)CC1,0.51
Cc1ccnc(SCCn2c(N3CCCCC3)nc3c2c(=O)[nH]c(=O)n3C)n1,0.35
COc1ccc(-c2nc(CSCC(=O)N3CCN(C(=O)c4ccco4)CC3)c(C)o2)cc1OC,0.28
O=C(CCN1CCCCCC1)Nc1ccc(F)c(F)c1,0.98
COC(=O)CNC(=O)c1cn(CC(C)C)c(=O)c2cc(OC)c(OC)cc12,1.6
CC(=O)c1ccc(Cc2ncc(C(F)(F)F)cc2Cl)s1,-0.29
CCCC[C@@H]1CN=C(N)N1CC(C)(C)C,2.1
COc1cccc(C(=O)Oc2cccc(N3C(=O)C4C5CC(C(Br)C5Br)C4C3=O)c2)c1 (stereo unspecified),0.19
CSc1nc(-c2ccco2)nn1C(=O)c1ccco1,0.18
CCOC(=O)N1CCC(NC(=O)COc2cc(=O)n(C)c3ccccc23)CC1,0.043
CCN1CCN(Cc2nc3c(c(=O)n(C)c(=O)n3C)n2Cc2ccccc2Cl)CC1,1.5

Of the compounds above, these have a CF3 group:
Molecule,Cav3 T inh
O=C(C(F)C(F)(F)F)N1CCN(c2ccccc2)CC1 (stereo unspecified),1.3
CC(=O)c1ccc(Cc2ncc(C(F)(F)F)cc2Cl)s1,-0.29

Remaining list, next part:
Molecule,Cav3 T inh
OCCCc1nc2n(n1)C(c1ccccc1Cl)C=C(c1cccs1)N2 (stereo unspecified),-1.5
CC1CCN(C(=O)CSc2nnc(CNC(=O)COc3ccc(Cl)cc3)o2)CC1,-0.73
CCOC(=O)c1cc2nc(Nc3ccc(OC)cc3)sc2s1,-0.4
CCc1nnc(NC(=O)CSc2nnc(-c3ccccc3O)n2CC)s1,-4.8
Cn1cnnc1SCC(=O)Nc1ccccc1C(=O)NC1CC1,0.27
c1ccc(-c2cn3nc4c(nc3n2)CCCC4)cc1,-1.4
CCCCNC(=O)c1onc(CSc2cccc(OCC)c2)c1C(=O)O,-1
CN=C1c2ccccc2CN1c1cccc(C(=O)OC)c1,0.17
CCC(CC)C(=O)NCCc1ccc(OC)cc1,-0.34
CNS(=O)(=O)c1ccc(NC(=O)c2nc3nc(C)cc(C(F)F)n3n2)cc1,0.35
COc1ccc(S(=O)(=O)N2CCCC2C(=O)Nc2nnc(-c3cccnc3)s2)cc1 (stereo unspecified),-0.034
O=C(O)c1cc(O)c2c(c1)C(=O)c1cc(O)cc(O)c1C2=O,-0.19
O=C(c1cc(-c2cccs2)nc2ccccc12)N1CCN(S(=O)(=O)c2cccc(F)c2)CC1,-0.18
CC1(C)CC2CC(C)(CN2C(=O)Cc2ccccc2)C1 (stereo unspecified),-2.4
Cc1ccc(N=CC2=C(O)CC(C)(C)CC2=O)nc1,0.056
COc1ccc(NC(=O)CSc2nc(O)cc(=O)n2C)cc1,1
COCCn1nnnc1C(c1cc2ccc(OC)cc2[nH]c1=O)N1CCN(C2CCCCC2)CC1 (stereo unspecified),-0.28
CCN(CC)S(=O)(=O)c1cccc(C(=O)N[C@H](C(=O)OCC(N)=O)C(C)C)c1,0.39
OC(CN1CCN(Cc2ccc3c(c2)OCO3)CC1)c1c[nH]c2ccccc12 (stereo unspecified),-1.9
COc1ccccc1N1CCN(C(c2cc3cc(C)ccc3[nH]c2=O)c2nnnn2C2CCCC2)CC1 (stereo unspecified),-1.3
COC(=O)c1cccc(C23CC4(C2)[C@H](CN(Cc2cccnc2)[C@@H]4c2ccccc2)C3c2ccccc2)c1 (stereo partly specified),0.38
O=C(OCC(=O)N1CCOCC1)c1ccc2c(c1)OCCO2,0.12
COC(=O)C1C(=O)c2c([nH]c(C(=O)OC3CCCCCC3)c2C)CC1C (stereo unspecified),-0.34
O=C(Cn1ncc2c(=O)oc3ccccc3c21)NCCN1CCN(c2ccccc2F)CC1,1.5
CCOC(=O)c1c(CSC(=N)N)n(-c2ccc(C)cc2)c2cc(Br)c(OC(C)=O)cc12,-5.6*

A few values from above:
`Cc1ccc(N=CC2=C(O)CC(C)(C)CC2=O)nc1` – Cav3 T inh: 0.056
`COc1ccc(NC(=O)CSc2nc(O)cc(=O)n2C)cc1` – Cav3 T inh: 1
`CCN(CC)S(=O)(=O)c1cccc(C(=O)N[C@H](C(=O)OCC(N)=O)C(C)C)c1` – Cav3 T inh: 0.39
`O=C(Cn1ncc2c(=O)oc3ccccc3c21)NCCN1CCN(c2ccccc2F)CC1` – Cav3 T inh: 1.5
`CCCCNC(=O)c1onc(CSc2cccc(OCC)c2)c1C(=O)O` – Cav3 T inh: -1
`CNS(=O)(=O)c1ccc(NC(=O)c2nc3nc(C)cc(C(F)F)n3n2)cc1` – Cav3 T inh: 0.35

Next section.
Structure,Cav3 T inh
CC(C)(CO)Nc1nc(N2CCCC2)nc(N2CCCC2)n1,0.84
CCOC(=O)CC(=O)c1cc(OC)c(OC)c(OC)c1,-0.075
CC(=O)Nc1nc(COc2ccc3ccccc3c2)cs1,0.12
C=C1CCN([C@@H](CC(C)C)C(=O)NCc2ccccc2)S(=O)(=O)c2ccccc21,-1.3
COc1ccccc1C1CC(=O)Nc2c1c(=O)n(C)c(=O)n2C (stereo unspecified),-0.72
CC1CCCC(N2CCN(C(=O)c3ccc(F)cc3)CC2)C1 (stereo unspecified),0.084
CC(C)(C)c1ccc(C(=O)N2CCNCC2)cc1,0.53
O=C(Nc1ccc(N=Nc2ccccc2)cc1)c1ccc(Cl)cc1Cl,-0.36
O=C(CSc1nnc(Cn2c(=O)sc3ccccc32)n1-c1ccccc1)Nc1nccs1,-0.89
O=C(O)CSc1nnc(-c2ccncc2)n1-c1ccc(Cl)cc1,0.67
O=C(Cn1nc(-c2ccc(N3CCOCC3)c([N+](=O)[O-])c2)c2ccccc2c1=O)N1CCCCC1,0.95
Cn1c(=O)[nH]c(=O)c2c1nc(SCCN1CCOCC1)n2Cc1ccccc1,0.85
COc1ccccc1C1C2CCCCC2(O)CCN1CC(=O)Nc1ccccc1 (stereo unspecified),-1.3
COc1ccc(-c2nc(CSCC(=O)NCCC3=CCCCC3)c(C)o2)cc1OC,-3.4
CCOC(=O)c1c(-c2ccccc2)nc2cc(C)ccn12,0.012
c1ccc(-c2cc(N3CCOCC3)nc3ccccc23)cc1,-2
COc1ccc([N+](=O)[O-])cc1COc1cc(C)cc2oc(=O)cc(-c3ccccc3)c12,-8.7*
CCC/C=C1/CCCOC(C(=O)NCCN2CCOCC2)(C(F)(F)F)C1 (stereo unspecified),0.0016
COc1ccc(C(CC(=O)NC(C)(C)C)n2cccc2)cc1 (stereo unspecified),-0.41
COc1ccc(-c2ccc(CCC(=O)O)n2NC(=O)c2cccs2)cc1,0.79
COc1ccc(C(=O)Nc2cccc(C(C)=O)c2)cc1OC,-0.25
CCC(C)c1ccc(O)c(NC(=O)c2cccnc2)c1 (stereo unspecified),-1.3
Cc1ccc2nc(NCCCO)[nH]c2c1,0.42
Oc1ccc(Cl)cc1C1=Nc2ccccc2N=C(c2ccco2)C1,-1.2
COC(=O)c1cn(CC(=O)NCc2cccs2)c2ccccc12,-0.6
Cc1cc(=O)n2[nH]c(-c3ccc(C(C)(C)C)cc3)cc2n1,0.18
Cc1cc(C)c(S(=O)(=O)N2CCN(CCO)CC2)c(C)c1,0.0066
Cc1[nH]nc2c1/C(=N/O)CC(c1ccccc1)C2 (stereo unspecified),0.21
COc1ccccc1NC(=O)N(Cc1ccccc1)c1ccccn1,-3.1
Cc1cc(C)nc(/N=C(\N)Nc2ccc(C)c([N+](=O)[O-])c2)n1,0.36

Structure,Cav3 T inh
CCO[C@@H]1OC(C(=O)O)=C[C@H](C)[C@H]1CCCO,0.055
CCOc1c(Br)cc(/C=C2\C(=O)N(CCC#N)N=C2C)cc1OC,-0.28
O=C(CSc1nc2ccccc2n1CC(=O)N1CCCC1)N1CCN(C(=O)c2ccco2)CC1,0.0044
O=C(COC(=O)c1cncc(Br)c1)NCCC1=CCCCC1,-0.32
Cc1ccc(S(=O)(=O)C(C#N)c2nc3ccccc3nc2OC(C)C)cc1 (stereo unspecified),-0.28
Cc1ccc2c(c1)c1c(n2C)C(C(N)=O)CCC1 (stereo unspecified),-0.013
Cc1cc(C)c(C#N)c(SCc2ccccc2)n1,0.2
O=C1CN(C(=O)c2cc(Br)c(Br)s2)c2ccccc2N1,-5.6*
COC(=O)c1ccccc1NC(=O)CSc1nccn1C,-1.5
CN1CCc2c(sc3nc(SCC(N)=O)n(-c4ccccc4)c(=O)c23)C1,1.6
COc1ccccc1NC(=O)Cc1noc(CSc2cc(C)c3ccccc3n2)n1,-7*
Cc1nc2cc(C(=O)OCC(=O)NC3CCS(=O)(=O)C3)ccc2n1-c1ccccc1 (stereo unspecified),0.66
CCc1nccn1S(=O)(=O)c1ccc(OC)c(C)c1C,-3.8*
O=C(CNC(=S)N(Cc1ccccc1F)C1CCCCC1)NC1CC1,-0.29
CC(=O)Nc1ccc(NC(=O)Cn2cc3c(n2)CCCC3)cc1,0.89
COc1ccc(C2CC(=O)Oc3c(C(CCN4CCCCC4)c4ccc(N(C)C)cc4)c(OC)cc(OC)c32)cc1 (stereo unspecified),-0.062
COc1c(CC=C(C)C)cc(C2CC(=O)c3c(O)cc(O)cc3O2)cc1CC=C(C)C (stereo unspecified),-0.76
O=C(O)CN1C(=O)COc2cc(S(=O)(=O)N3CCCC3)ccc21,-0.56
COc1ccc(Cl)cc1NC(=O)C1CSC(c2ccncc2)=N1 (stereo unspecified),-0.74
CCOc1ccccc1-c1nc(-c2ccc(NC(=O)c3ccc(Br)o3)cc2)no1,-2.3
COc1cc(NC(=O)CN2CCN(S(=O)(=O)c3ccc(C(C)C)cc3)CC2)cc(OC)c1,-4.2*
COCCN(C(=O)Cc1cccs1)C(C(=O)NCc1ccc(OC)cc1)c1ccc(C(C)C)cc1 (stereo unspecified),-3
O=C1C2=C(c3ccccc31)[N+](=O)[C@@H]1CCCC[C@@H]1N2[O-],1.3
COc1ccccc1CN(Cc1ccco1)S(=O)(=O)c1ccc(-n2cnnn2)c(OC)c1,-1.3
COC(=O)/C=C1/S/C(=N/NC(=O)c2ccccc2C)NC1=O,0.51

Screens as filed in PubChem BioAssay.

An excerpt; the hit share may differ from the screen's.
